APOBEC3A inh – inhibitors of human APOBEC3A DNA deaminase. recombinant A3A, FAM/TAMRA ssDNA deamination fluorescence. P31941. AID 493011. 330,000 tested, 0.41% active. inhibition, % at 20 µM;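 active = at least 40% inhibition at 20 µM here, with at most 30% in a related deaminase screen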;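 also: plate controls were A3A with DMSO for no effect and wells lacking A3A enzyme for full effect; some results filed as inactive read as strong as hits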
Target sequence (P31941 whole entry, looked up): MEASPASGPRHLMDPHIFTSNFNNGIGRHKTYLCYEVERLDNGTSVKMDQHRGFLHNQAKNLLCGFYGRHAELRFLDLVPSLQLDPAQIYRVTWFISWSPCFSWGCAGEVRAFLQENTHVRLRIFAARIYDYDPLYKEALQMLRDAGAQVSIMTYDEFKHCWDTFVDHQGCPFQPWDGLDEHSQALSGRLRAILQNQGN
APOBEC3G inh – inhibitors of human APOBEC3G DNA deaminase; inhibition, % at 20 µM; 330,000 tested, 0.28% active; recombinant A3G, ssDNA deamination FAM/TAMRA fluorescence; AID 493012; Q9HC16;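 active = inhibition of at least 40% at 20 µM, with no more than 30% in the related APOBEC3A deaminase screen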;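 also: plate controls were DMSO wells with A3G for no effect and wells lacking A3G enzyme for full effect; some compounds called inactive have numbers as strong as hits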
hIAP block – blocks human intestinal alkaline phosphatase; P09923; purified IAP, CDP-Star luminescence, 30 min; inhibition, % at 10 µM; 330,000 tested, 0.12% active;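 active = inhibition reaching a set limit with compound at 10 µM in the primary screen, cut at about 35% in these data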;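 also: plate controls were DMSO wells with enzyme for no effect and no-enzyme buffer wells for full effect; values of inactives mirror those of a sister screen read the other way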
Target sequence (P09923 whole entry, looked up): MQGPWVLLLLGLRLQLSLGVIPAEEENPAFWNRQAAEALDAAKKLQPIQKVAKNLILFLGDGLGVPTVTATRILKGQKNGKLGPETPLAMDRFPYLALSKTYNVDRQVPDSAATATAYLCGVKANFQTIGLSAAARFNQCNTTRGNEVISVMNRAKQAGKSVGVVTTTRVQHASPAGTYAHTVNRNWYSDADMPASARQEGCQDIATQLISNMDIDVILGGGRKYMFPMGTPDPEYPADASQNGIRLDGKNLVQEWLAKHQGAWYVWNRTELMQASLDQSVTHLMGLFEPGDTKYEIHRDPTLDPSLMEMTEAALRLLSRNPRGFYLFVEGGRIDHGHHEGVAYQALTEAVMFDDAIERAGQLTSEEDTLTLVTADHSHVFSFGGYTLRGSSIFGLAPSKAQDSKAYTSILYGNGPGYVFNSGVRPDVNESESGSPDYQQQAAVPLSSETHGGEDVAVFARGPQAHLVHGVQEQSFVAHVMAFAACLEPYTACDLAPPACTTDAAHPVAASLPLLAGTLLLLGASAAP
NALP3 yeast inh – blocks the NALP3 inflammasome reconstituted in yeast. inhibition, % at 10 µM. 330,000 tested, 0.39% active. AID 2825. Yeast reconstituted NLRP3/ASC/caspase-1, beta-gal luminescence, 24 h;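 active = inhibition of 50% or more; inactive = inhibition below 50%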;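 also: plate controls were induced DMSO wells for no effect and uninduced yeast grown without galactose for full effect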
mIAP activ – mouse IAP activation | muIAP, CDP-Star luminescence, 30 min; hits give high values; 1 = vehicle-only enzyme signal, 0 = enzyme-free wells | activation factor at 10 µM | 330,000 tested, 0.24% active | AID 2805;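 active = activation factor of at least 2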; also: the source names both 10 and 20 µM as test concentration; values of inactives mirror those of a sister screen read the other way
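Assay system: mouse IAP enzyme; Reagent: CDP-Star chemiluminescent phosphatase substrate; Compound: DMSO-dissolved test compounds; Incubation: 30 min, room temperature; Technique: luminescence from enzymatic CDP-Star hydrolysis; Controls: DMSO-only wells and no-enzyme negative control.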
mIAP inh – blocks mouse intestinal alkaline phosphatase. purified mouse IAP, CDP-Star luminescence, 30 min. inhibition, % at 10 µM. 330,000 tested, 0.2% active. AID 2806;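 active = inhibition of at least 40% at 10 µM in the primary screen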;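 also: plate controls were DMSO with enzyme for no effect and no enzyme wells for full effect; values of inactives mirror those of a sister screen read the other way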
tim10-1 inh – tim10-1 yeast growth inhibition; S. cerevisiae tim10-1 ts strain growth, BacTiter-Glo, 24 h; inhibition, % at 20 µM; 330,000 tested, 2.2% active; AID 463190;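 active = inhibition of at least 40%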;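 also: mutant grown at 25 °C; 0% = DMSO wells with yeast and 100% = wells holding no yeast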
TIM10 inh – growth inhibitors of TIM10 yeast strain. S. cerevisiae TIM10 strain growth, BacTiter-Glo luminescence, 24 h. inhibition, % at 10 µM. 330,000 tested, 1.4% active;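 active = inhibition of 40% or more at the single tested concentration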;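 also: wild-type TIM10 isogenic control strain grown at permissive 25 °C; 0% = DMSO yeast wells and 100% = minimal medium wells without yeast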
MIN6 prolif – MIN6 beta-cell proliferation induction; MIN6 cells proliferation, ATPlite luminescence, 48 h; cells starved in 0.2% serum; 100% = growth in 10% serum; proliferation, % at 10 µM; 330,000 tested, 0.29% active;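 active = compounds whose signal lies at least 3.5 SD above the mean of all wells on their plate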;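 also: 0% = DMSO-treated cells in low-serum medium and 100% = 10% serum control; some compounds called inactive have numbers as strong as hits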
* hit, by the source's call. Outcome played no part in choosing rows; overall some 4.6% were active at least once.

nr	mol	APOBEC3A inh	APOBEC3G inh	hIAP block	NALP3 yeast inh	mIAP activ	mIAP inh	tim10-1 inh	TIM10 inh	MIN6 prolif
1	CC(C)N(C(=O)CN1CCC(c2nc3ccccc3[nH]2)CC1)C(C)C	-2	-3	-33	-6	0.96	4	-15	2	-5
2	CCOC(OCC)P(=O)(C(C)C)C(C)C	-6	-9	-6	-1	1.2	-20	-4	-10	0
3	COc1ccc(N2C(=O)C(Cl)=C(N3CCOCC3)C2=O)cc1	0	3	-19	19	1.1	-9	9	2	-4
4	COC(=O)C1CCN(C(=O)CN(C)Cc2ccc(C(C)(C)C)cc2)CC1	24	-4	-5	15	1	-1	-4	-4	-3
5	COc1ccc(-c2[nH]ncc2/C=N/NC(=O)c2cccc([N+](=O)[O-])c2)cc1OC	-6	-4	-2	11	0.93	7	-18	10	2
6	CCOC(=O)c1cc(COc2cc(Cl)cc(Cl)c2)on1	-4	-13	9	-2	1	-3	11	8	0
7	CC1CCN(C(=O)CSc2nnc(-c3ccncc3)n2C)CC1	-3	-3	-6	-6	0.97	3	-2	7	-1
8	C/C(N)=C(/C#N)C(=O)CSc1nnc(Cc2ccccc2F)n1N	-2	-4	7	5	0.99	1	4	12	-2
9	CN(Cc1ccc(Cl)cc1Cl)C(=O)CN1C(=O)NC2(CCCC2)C1=O	17	-1	-2	16	0.98	2	16	11	-1
10	CCc1ccc(OCC(=O)NNC(=O)c2c(CC)noc2C)cc1	1	-4	-30	3	0.97	3	-16	-6	2

The list goes on.
nr	mol	APOBEC3A inh	APOBEC3G inh	hIAP block	NALP3 yeast inh	mIAP activ	mIAP inh	tim10-1 inh	TIM10 inh	MIN6 prolif
11	O=C1CC(NS(=O)(=O)c2cccnc2)CN1c1ccc(Cl)cc1 (stereo not drawn)	0	-1	-2	-10	0.99	1	-7	-6	-4
12	COc1ccc(C(=O)C2CCCN(Cc3cc(C)c(O)c(C)c3)C2)c(OC)c1 (stereo not drawn)	-5	25	0	6	0.93	7	3	10	-3
13	CN(C)CCNC(=O)CNC(=S)N(Cc1ccccc1)Cc1cccnc1	1	0	-23	7	1.1	-10	-9	-1	-2
14	CC1CCCCC1NC(=O)CCCCCn1c(=S)[nH]c2ccsc2c1=O (stereo not drawn)	-6	-6	3	23	0.94	6	11	9	3
15	O=S(=O)(c1cccc(-c2n[nH]c(=S)o2)c1)N1CCOCC1	-1	1	-5	22	0.91	9	8	-14	-5
16	Cc1nc2ccc(NC(=O)c3ccc(F)c(S(=O)(=O)N4CCOCC4)c3)cc2s1	-5	-6	10	21	1.1	-10	12	13	2
17	C/C(=N/Nc1nc(C)c(C)s1)c1cccc([N+](=O)[O-])c1	-5	-8	-6	19	0.91	9	8	6	-4
18	O=C1CCN(CCc2ccccc2)CCN1[C@H](CSc1ccccc1)Cc1ccccc1	-2	-4	0	20	1	-3	18	-7	-8
19	COc1cc(SC)ccc1C(=O)OC(C)C(=O)Nc1ccc(NC(C)=O)cc1 (stereo not drawn)	-1	-4	8	11	1	-3	32	20	0
20	Cc1cc[n+](-c2nc3ccccc3nc2C(=C=[N-])C#N)cc1	-5	-6	-2	12	0.91	9	10	-8	-1

(further entries)
nr	mol	APOBEC3A inh	APOBEC3G inh	hIAP block	NALP3 yeast inh	mIAP activ	mIAP inh	tim10-1 inh	TIM10 inh	MIN6 prolif
21	O=C(Nc1ccccc1)c1ccc(-c2ccccc2Cl)o1	-4	-13	2	-6	0.96	4	11	24	-3
22	CCc1ccc(C(=O)N/N=C(\C)c2cccnc2)s1	3	6	25	7	1.1	-7	-11	-10	-3
23	Cc1cccc(N2CCN(C(=O)Cn3cccc3C(=O)c3ccccc3)CC2)c1C	1	-3	1	29	1	-1	25	10	-1
24	COc1cccc(NC(=O)CSc2nnc(-c3ccc(C)cc3)o2)c1	-1	-6	8	21	1	-1	-10	-4	-5
25	CCOc1ccc(OCC(=O)OCC(=O)NCC2CCCO2)cc1 (stereo not drawn)	1	-2	-1	10	0.99	1	6	5	-1
26	CCOC(=O)CC(=O)CSc1ccc2nnc(-c3ccc(F)cc3)n2n1	-2	-8	17	18	1	-2	14	12	-2
27	CSc1ccccc1NC(=O)CN1CCN(c2ccccn2)CC1	-1	-11	-2	23	0.9	10	12	15	0
28	Cc1ccc(S(=O)(=O)CC(=O)c2ccc3c(c2)OCCO3)cc1	-1	-2	13	1	0.9	10	9	11	1
29	CC1=C(C(=O)Nc2cc(C(=O)NCCCOC(C)C)ccc2C)SCCO1	-4	-3	-8	-12	1	-3	6	-11	2
30	O=C(N/N=C/c1ccccc1)c1ccc(N2CCCC2=O)cc1	0	-1	3	0	1	-3	-29	6	-5

Other compounds
nr	mol	APOBEC3A inh	APOBEC3G inh	hIAP block	NALP3 yeast inh	mIAP activ	mIAP inh	tim10-1 inh	TIM10 inh	MIN6 prolif
31	CCN(CC)CCCn1c(C)cc2c(c1=O)C(c1ccc(OC)c(OC)c1OC)C(C#N)=C(N)O2 (stereo not drawn)	-3	-5	-2	5	0.9	10	-1	-2	3
32	O=C(O)c1ccc(Nc2c3ccccc3nc3ccccc23)cc1	-4	-9	-9	12	0.94	6	-12	-11	-3
33	Cn1c(=O)c2c(nc(N3CCN(Cc4ccccc4)CC3)n2CCCc2ccccc2)n(C)c1=O	-5	-3	9	11	1	-4	8	14	-3
34	CCCC(=O)Nc1ccc(-c2csc(-c3cccnc3)n2)cc1	-5	17	16	18	1	0	33	22	-2
35	CCOc1ccc(NC(=O)C2CCCN2S(=O)(=O)c2ccc(OCC)cc2)cc1 (stereo not drawn)	4	-5	-14	24	1.1	-7	28	-3	2
36	O=C1Nc2ccccc2/C1=N\N=C\c1ccc(O)c(O)c1	-5	11	35*	7	0.64	36	29	17	-5
37	CCC1CCCCN1C(=O)CSc1nnc(-c2cccc(Cl)c2)o1 (stereo not drawn)	1	2	2	30	0.85	15	39	6	-1
38	CCOC(=O)C1(Cc2ccc(OC)cc2)CCN(C(=O)CN2CCOC2=O)CC1	-2	-5	1	-5	1	-4	-13	-19	2
39	COc1ccc(-c2cc(C(=O)N3CCN(S(=O)(=O)c4ccccc4)CC3)[nH]n2)cc1	-1	-1	-6	-1	1	-5	25	16	-3
40	CC(C)c1nnc(NC(=O)CCC(=O)NCc2cccs2)s1	-4	-4	6	0	0.96	4	-2	3	4

12 entries from above, with values under each structure:
Second line of a record – APOBEC3A inh, APOBEC3G inh, hIAP block, NALP3 yeast inh, mIAP activ, mIAP inh, tim10-1 inh, TIM10 inh, MIN6 prolif
26: CCOC(=O)CC(=O)CSc1ccc2nnc(-c3ccc(F)cc3)n2n1
    -2, -8, 17, 18, 1, -2, 14, 12, -2
27: CSc1ccccc1NC(=O)CN1CCN(c2ccccn2)CC1
    -1, -11, -2, 23, 0.9, 10, 12, 15, 0
28: Cc1ccc(S(=O)(=O)CC(=O)c2ccc3c(c2)OCCO3)cc1
    -1, -2, 13, 1, 0.9, 10, 9, 11, 1
29: CC1=C(C(=O)Nc2cc(C(=O)NCCCOC(C)C)ccc2C)SCCO1
    -4, -3, -8, -12, 1, -3, 6, -11, 2
30: O=C(N/N=C/c1ccccc1)c1ccc(N2CCCC2=O)cc1
    0, -1, 3, 0, 1, -3, -29, 6, -5
31: CCN(CC)CCCn1c(C)cc2c(c1=O)C(c1ccc(OC)c(OC)c1OC)C(C#N)=C(N)O2 (stereo not drawn)
    -3, -5, -2, 5, 0.9, 10, -1, -2, 3
32: O=C(O)c1ccc(Nc2c3ccccc3nc3ccccc23)cc1
    -4, -9, -9, 12, 0.94, 6, -12, -11, -3
33: Cn1c(=O)c2c(nc(N3CCN(Cc4ccccc4)CC3)n2CCCc2ccccc2)n(C)c1=O
    -5, -3, 9, 11, 1, -4, 8, 14, -3
34: CCCC(=O)Nc1ccc(-c2csc(-c3cccnc3)n2)cc1
    -5, 17, 16, 18, 1, 0, 33, 22, -2
35: CCOc1ccc(NC(=O)C2CCCN2S(=O)(=O)c2ccc(OCC)cc2)cc1 (stereo not drawn)
    4, -5, -14, 24, 1.1, -7, 28, -3, 2
36: O=C1Nc2ccccc2/C1=N\N=C\c1ccc(O)c(O)c1
    -5, 11, 35*, 7, 0.64, 36, 29, 17, -5
37: CCC1CCCCN1C(=O)CSc1nnc(-c2cccc(Cl)c2)o1 (stereo not drawn)
    1, 2, 2, 30, 0.85, 15, 39, 6, -1

The list goes on.
nr	mol	APOBEC3A inh	APOBEC3G inh	hIAP block	NALP3 yeast inh	mIAP activ	mIAP inh	tim10-1 inh	TIM10 inh	MIN6 prolif
41	CCC(C)NS(=O)(=O)c1ccc(S(=O)(=O)N(CC(=O)Nc2ccccc2)Cc2ccco2)cc1 (stereo not drawn)	-8	-7	-22	14	1	-2	-11	-2	-5
42	CCOc1ccc(N2CC(NC(=O)c3cccc4ccccc34)CC2=O)cc1 (stereo not drawn)	-5	-14	-7	10	0.97	3	5	2	-3
43	Cc1cccc(OCCCCCn2ccnc2)c1C	2	4	0	16	1.1	-6	6	-14	-4
44	CC(C)C(=O)Nc1ccc(C(=O)Nc2nnc(C(C)(C)C)s2)cc1	-2	-9	-4	-4	1.1	-8	-3	-6	1
45	CC(=O)Nc1ccc(C(=O)OCC(=O)N2CCC(Cc3ccccc3)CC2)cc1	34	-1	11	-4	1.2	-18	16	22	0
46	FC(F)(F)c1cccc(CNc2ncccc2-c2nc3cc(Cl)ccc3o2)c1	0	-3	1	3	1	-4	17	-11	-6
47	O=C(COC(=O)c1ccc(O)cc1)NC1CCCCCC1	-1	-6	9	9	1	-2	8	7	-1
48	NS(=O)(=O)c1ccc(NC(=S)NC(=O)/C=C/c2ccco2)cc1	22	6	4	10	0.092	91*	6	6	-1
49	Cc1ccccc1CN1[C@@H]2c3ccccc3C[C@@H]2OCCS1(=O)=O	1	2	-5	35	0.96	4	12	-6	-2
50	CS(=O)(=O)N(CC(=O)NCc1ccncc1)c1ccc(Cl)c(Cl)c1	-4	-9	-9	7	0.99	1	12	11	-2
51	CCc1ccc(NC(=O)CN2CCC(C(=O)c3ccc(OC)cc3)CC2)cc1	-3	-5	5	17	0.96	4	24	-16	0
